# Compound activity from PubChem.
# MITF TRPM1 HTS = activators of MITF-driven TRPM1 promoter reporter, primary screen, cell-based, SK-MEL-5, luciferase, single point; SK-MEL-5 TRPM1-promoter luciferase, 24 h; % of positive control, neutral wells = 0; AID 588334, 2011; activation, % at 12.5 µM; actives 0.75% (n = 300,000);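 active means mean activation of at least 80% with every replicate also reaching 80%; inconclusive means mean reaches 80% but some replicate falls short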;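 further: 0% = neutral control wells and 100% = parthenolide positive control wells; values of inactives mirror those of a sister screen read the other way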
# Ecoli viability = E. coli V3065 growth inhibition, primary screen, counter-screen for AddAB inhibitor project, absorbance, OD600; 18 h; inhibition, % at 11.9 µM; actives 0.27% (n = 330,000); AID 449728, 2010;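 active means inhibition above the campaign's mean inhibition across all tested compounds plus 3 SD, cut at about 9.9% in these data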;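 further: uninfected addAB+ strain grown without phage in ampicillin broth; 0% = DMSO wells and 100% = ciprofloxacin 0.95 µg/ml wells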
# Tat export inh = E. coli Tat export inhibitors, primary screen, MC4100, TorA-mCherry reporter, fluorescence, single point; inhibition, % at 10 µM; actives 0.036% (n = 340,000); AID 488895, 2010;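 active means mean replicate inhibition at least 50% and at least half of replicates individually reaching 50%; inconclusive means only one of the two criteria met; inactive means neither criterion met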;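 further: exported cargo escapes ClpAP degradation while cytoplasmic cargo is degraded and loses fluorescence; 0% = median of neutral control wells and 100% = median of NaSCN control wells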
# SR-BI uptake up = activators of SR-BI mediated DiI-HDL uptake, primary screen, ldlA[mSR-BI] CHO cells, DiI fluorescence. 3 h; 100 = double the neutral-control signal. activation, % at 12.5 µM. actives 0.096% (n = 320,000). AID 504775, 2011;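 active means mean replicate activation of at least 60% and every replicate at or above 60%; inconclusive means mean or all-replicate condition met, but not both; inactive means mean below 60% and not all replicates reaching 60%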;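 further: 0% = median plate neutral-control signal and 100% = twice that signal; values of inactives mirror those of a sister screen read the other way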
#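 system = CHO ldlA[mSR-BI] cells, LDL receptor-null, SR-BI overexpressing | medium = Ham's F12 with 0.5% BSA, HEPES 25 mM, pH 7.4 | probe or stimulus = DiI-HDL 10 µg/mL | compound dosing = single-point compound dose | incubation = compound exposure 3 h, 37 °C | technique = DiI fluorescence, bottom read | read-out = cell-associated DiI fluorescence as measure of HDL uptake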
# AddAB inh = growth inhibition of E. coli expressing H. pylori AddAB, primary screen, AddAB inhibitor project, absorbance. inhibition, % at 11.9 µM. actives 0.29% (n = 330,000); in the data active means inhibition above about 12%;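 further: 0% = vehicle wells of infected cells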
# Wnt bcat act = Wnt/beta-catenin pathway activators, primary screen, cell-based, plate reader, single point; Wnt/beta-catenin reporter cell assay, activator; activation, % at 9.35 µM; actives 1.2% (n = 300,000); in the data active means activation above about 30%, passing the limit was not always enough; inconclusive means no clear call, values can overlap the other calls;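 further: 0% = neutral control wells and 100% = positive control wells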
# CAL PDZ FP-1 = CAL PDZ peptide-binding inhibitors, primary screen, biochemical, fluorescence polarization, Cer-tagged CAL PDZ, HTS. Golgi-associated PDZ and coiled-coil motif-containing protein (Homo sapiens), Q9HD26. purified CAL PDZ, TMR-peptide fluorescence polarization, 1 h. inhibition, % at 20 µM. actives 0.02% (n = 330,000). AID 504414, 2011;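 active means highest replicate inhibition of at least 40%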;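 further: plate controls were DMSO neutral control wells for no effect and unlabeled competitor peptide control wells for full effect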
#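 Assay system – tagged CAL PDZ protein CerCALP, purified · Timing – 1 h at RT · Compound – single point, 20 µM · Measured by – fluorescence polarization from S- and P-plane intensities, G-factor corrected · Evaluation – inhibition from polarization loss · Probe or stimulus – TMR reporter peptide T*-PRC34 · Buffer or medium – pH 7.4 phosphate-saline buffer, reducing agent, detergent, IgG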
# CAL PDZ FP-2 = untagged CAL PDZ binding inhibitors, primary screen, biochemical, fluorescence polarization, HTS; Golgi-associated PDZ and coiled-coil motif-containing protein (Homo sapiens), Q9HD26; purified CAL PDZ, TMR-peptide fluorescence polarization, 1 h; inhibition, % at 24.9 µM; actives 0.92% (n = 300,000); AID 602252, 2012;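 active means mean inhibition of at least 30% with at least half of replicates also reaching 30%; inconclusive means no clear call, values can overlap the other calls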;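 further: 0% = DMSO neutral control and 100% = excess unlabeled competitor peptide PRC23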
# phage Ecoli inh = growth loss of phage-infected E. coli, primary screen, RecBCD inhibitor project, absorbance, with phage, HTS. inhibition, % at 11.9 µM. actives 0.26% (n = 360,000). AID 651602, 2012; in the data active means inhibition above about 11%
# SR-BI DiI inh = inhibitors of SR-BI mediated HDL lipid uptake, primary screen, ldlA[mSR-BI] cells, fluorescence, single point. Scavenger receptor class B member 1 (Mus musculus), Q61009. inhibition, % at 12.5 µM. actives 0.96% (n = 320,000). ldlA[mSR-BI] CHO cells, DiI-HDL uptake fluorescence, 3 h;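 active means mean replicate inhibition of at least 70% and a set share of replicates each scoring 70 or more; inconclusive means meets just one of the two criteria; inactive means fails both criteria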;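 further: 0% = median of neutral control wells and 100% = median of positive control wells; values of inactives mirror those of a sister screen read the other way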
# Target sequence (Q61009 whole entry, looked up): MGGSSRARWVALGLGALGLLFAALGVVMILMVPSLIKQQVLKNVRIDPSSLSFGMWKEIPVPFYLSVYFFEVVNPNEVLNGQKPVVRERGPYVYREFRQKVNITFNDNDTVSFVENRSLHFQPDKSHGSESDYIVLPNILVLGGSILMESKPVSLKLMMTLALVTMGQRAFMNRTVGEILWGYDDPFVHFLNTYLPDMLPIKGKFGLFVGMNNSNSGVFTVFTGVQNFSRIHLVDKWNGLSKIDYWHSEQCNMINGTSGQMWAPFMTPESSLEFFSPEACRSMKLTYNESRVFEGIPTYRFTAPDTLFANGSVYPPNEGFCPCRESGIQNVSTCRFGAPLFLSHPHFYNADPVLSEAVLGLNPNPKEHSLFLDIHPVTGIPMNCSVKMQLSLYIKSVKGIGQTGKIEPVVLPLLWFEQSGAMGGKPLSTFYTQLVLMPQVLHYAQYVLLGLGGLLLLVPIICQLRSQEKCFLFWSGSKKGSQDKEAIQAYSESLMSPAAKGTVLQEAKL
# * = called active by the depositor; ? = inconclusive; nt = no result given.
SMILES,MITF TRPM1 HTS,Ecoli viability,Tat export inh,SR-BI uptake up,AddAB inh,Wnt bcat act,CAL PDZ FP-1,CAL PDZ FP-2,phage Ecoli inh,SR-BI DiI inh
O=C(COc1ccc(F)cc1)N(Cc1cccs1)C1CCS(=O)(=O)C1 (centres undefined),3,-1.8,-5,27,-1.9,-2,-1.2,nt,3.3,-27
Cc1nnsc1C(=O)N1CCC(C(=O)c2ccccc2)CC1,-1,0.5,3,-10,0.1,-4,0.2,-2,2.6,10
Cc1ccc(-c2nc(N)sc2C)cc1,13,-0.1,6,nt,3.5,11,0.3,0,0.0,nt
Cc1ccc(S(=O)(=O)NCc2c(-c3ccccc3)c3cc(Cl)ccc3[nH]c2=O)cc1,7,-2.1,0,16,-1.2,nt,-0.7,-2,1.0,-16
CC(C)NC(=O)c1ccccc1NC(=O)c1ccccc1N(C)S(C)(=O)=O,-11,-1.7,0,-4,-0.9,nt,-0.6,nt,2.8,4
CCCNC(=O)CSc1nccn1Cc1ccc(OC)cc1,1,-0.5,-1,14,0.1,0,20,9,0.6,-14
O=C(Cc1n[nH]c(=O)c2ccccc12)OCc1c(Cl)cccc1Cl,2,-1.6,-1,-9,-0.9,-3,-1.0,-4,2.2,9
CCOC(=O)c1sc(NC(=O)C(C)C)c(C#N)c1C,9,-2.2,-4,-15,2.0,nt,-1.6,-4,5.8,15
CCCNC(=O)NC(=O)CN1C(=O)NC(C)(c2ccc(C)cc2)C1=O (centres undefined),-1,-2.3,-4,-3,-0.2,nt,nt,-1,0.8,3
C/C(Cc1ccccc1)=N\NC(=O)CNC(=O)c1ccc(F)cc1,-1,2.1,1,25,-0.7,0,-2.4,-4,0.2,-25
COc1ccc(NC(=O)C2CCCN(S(=O)(=O)c3ccc(-n4cnnn4)cc3)C2)cc1 (centres undefined),3,-2.7,-1,11,2.9,1,0.4,-2,-0.5,-11
N#CC1=C(N)N(c2ncn[nH]2)C2=C(C(=O)CCC2)C1c1ccccc1 (centres undefined),3,1.7,6,-1,5.0,-1,-0.8,nt,3.8,1
O=C(OCC(=O)N1CCN(C(=O)c2ccco2)CC1)c1cncc(Br)c1,-9,-1.2,-18,11,1.4,-1,0.9,36*,1.3,-11
Cc1ccc(C(=O)C2=C(O)C(=O)N(c3ncccn3)C2c2ccc(Cl)cc2)o1 (centres undefined),7,1.7,5,19,3.3,nt,-2.6,-3,-0.4,-19
O=C(NCCC1CCCCN1S(=O)(=O)c1ccccc1)C(=O)NCC1CCCO1 (centres undefined),-4,1.5,-1,15,2.2,-4,-1.6,1,2.9,-15
Cn1c(SCC(=O)NCc2ccccc2)nc2ccccc21,nt,-1.6,-3,6,-0.5,-1,-0.1,-1,0.8,-6
O=C(CCNC(=O)c1ccccc1Cl)Nc1nc2ccc(F)cc2s1,50,-1.2,4,8,2.4,18,-1.6,1,2.6,-8
COc1cc2[nH]c3c(=O)n4c(nc3c2cc1OC)SCCC4,10,2.4,-11,6,3.3,9,-1.1,3,3.2,-6
O=C(Nc1ccccc1N1CCCC1)c1ccc(Br)o1,10,0.1,-2,-19,2.1,nt,-1.5,nt,2.2,19
CN(CC(=O)Nc1cccc(S(=O)(=O)N2CCCC2)c1)Cc1ccccc1,-8,1.2,2,-10,1.2,-5,-0.1,-3,4.5,10
CCOC(=O)/C=C/CN(C(=O)OC(C)(C)C)S(=O)(=O)N1CC=CC1,1,-1.4,2,-12,-0.2,-1,-0.2,10,2.7,12
CC(=O)c1ccc(S(=O)(=O)N(C)CCCC(=O)N(C)Cc2ccccc2F)cc1,0,0.6,2,8,2.3,-2,-0.4,-6,0.6,-8
Brc1ccc(-c2csc(N/N=C/c3ccco3)n2)cc1,56,0.3,-8,-69,-1.2,38*,-0.2,nt,3.4,69
O=C(NCc1ccco1)c1ccc(CS(=O)(=O)Cc2ccc(F)cc2)o1,3,1.0,-7,-1,-1.1,nt,-0.5,-1,nt,1
C=CCN(C(=O)CNC(=O)c1ccco1)C(C(=O)NC1CCCCC1)c1ccccc1F (centres undefined),-6,-0.3,5,3,4.2,nt,-3.8,9,2.1,-3
Cc1ccc(S(=O)(=O)c2c(N)n(CCN3CCOCC3)c3nc4ccccc4nc23)cc1C,1,-1.8,-5,14,-3.2,nt,-1.4,2,3.3,-14
CCOC(=O)c1[nH]c2ccccc2c1NC(=O)CN1CCCCC1,-10,-0.9,-7,13,3.9,-2,-0.7,-4,-0.5,-13
O=C(O)CSc1cnc2ccccc2n1,-14,1.4,-4,8,1.3,nt,-0.2,1,0.5,-8
Cc1ccc(-c2cc3nn(-c4ccccc4)c(N)c3c(=O)o2)cc1,51,-0.8,3,-15,0.3,nt,-3.1,0,0.3,15
COc1ccc(-n2nnnc2SCC(=O)Nc2nnc(C)s2)cc1OC,0,-3.2,9,12,-1.1,1,-2.2,1,1.4,-12
COc1ccc(OC)c(NC(=O)c2cc(S(=O)(=O)NCc3ccco3)ccc2F)c1,3,0.7,-6,-83,2.6,nt,-0.4,nt,0.1,83*
C=CCNC(=O)COC(=O)c1ccc(Cl)c(S(N)(=O)=O)c1,-10,-0.5,1,9,1.2,4,-1.7,-4,-2.2,-9
CC1(C)CC2CC(C)(CN2C(=O)c2cc(-c3ccc(O)cc3)on2)C1 (centres undefined),17,1.4,5,-46,1.1,-4,-0.7,-2,1.1,46
CSc1nc2cc(C)nn2c(-c2ccc(C(C)(C)C)cc2)c1C#N,nt,1.0,-5,-22,-0.7,-4,0.8,-4,3.3,22
O=P(O)(O)CCP(=O)(c1ccccc1)c1ccccc1,-8,-0.9,-4,2,0.9,nt,0.2,7,0.7,-2
CCOC(=O)N1CCN(c2cc3[nH]c(=S)[nH]c3cc2F)CC1,4,-2.0,20,-59,-1.9,1,-1.8,nt,0.9,59
CCn1nnnc1Oc1ccc(Cl)cc1,9,-0.1,7,25,0.9,nt,-0.5,-3,3.7,-25
COC(=O)C1=CN(c2cccc(C(F)(F)F)c2)C=C(C(=O)OC)C1c1ccc(O)c(OC)c1,-4,0.3,6,-1,2.6,-1,1.8,-3,-1.3,1
S=C(NC1CCCCC1)N1CCOCC1,10,-2.8,-8,13,0.9,-1,-1.9,-3,3.5,-13
CC(C)(C)SCCNS(=O)(=O)c1ccc(F)cc1,-9,1.1,6,-10,0.8,nt,1.3,-1,-0.5,10
COc1ccc(CNC(=O)C2CCC(CNS(=O)(=O)c3cccc4nsnc34)CC2)cc1 (centres undefined),nt,-2.2,-10,-5,0.6,-3,-1.3,-2,1.4,5
O=C(/C=C/c1cccs1)Nc1cccnc1,92*,-1.2,8,23,0.7,12,-1.0,2,1.5,-23
C=CCN(CC=C)CCOc1ccccc1,0,-1.8,7,16,2.0,-2,0.9,-1,3.0,-16
Oc1ccc(Cl)cc1CNCc1ccc(F)c(F)c1,19,-0.7,5,-4,4.5,-1,-0.5,-1,6.0,4
COc1cccc(NC(=S)N(CCC(C)C)C(C)c2ccncc2)c1 (centres undefined),3,2.7,0,-15,1.6,1,-0.5,-11,0.9,15
CCCc1ncc(CN2CCCCC2C(=O)Nc2ccc(Oc3ccccc3)nc2)cn1 (centres undefined),-6,1.6,-4,19,0.6,1,-0.1,nt,2.6,-19
COc1ccc(S(=O)(=O)N2CCCCCC2)cc1,1,-1.4,-5,16,-0.8,nt,0.4,-6,0.2,-16
CC(=O)Nc1cccc(Oc2ccc3c(c2)C(=O)NC3=O)c1,24,-0.8,1,35,-0.4,2,-0.8,nt,2.1,-35
O=C(NNC(=O)c1ccccc1-n1cccc1)c1cncc(Br)c1,-9,0.6,-4,18,1.2,1,-0.8,nt,1.5,-18
C/C(=N\Nc1cccc2cccnc12)c1ccc(N)cc1,16,-0.1,11,-14,-3.8,2,-0.6,1,2.8,14

# New compounds follow
SMILES,MITF TRPM1 HTS,Ecoli viability,Tat export inh,SR-BI uptake up,AddAB inh,Wnt bcat act,CAL PDZ FP-1,CAL PDZ FP-2,phage Ecoli inh,SR-BI DiI inh
Cc1noc(C)c1COc1ccc(C(=O)OCC(=O)NC(=O)C2COc3ccccc3O2)cc1 (centres undefined),22,nt,-3,-4,nt,nt,1.3,-5,1.7,4
Nc1cc(=O)[nH]c(SCC(=O)Nc2cccnc2Cl)n1,3,-0.3,9,nt,2.9,-2,0.7,nt,1.1,nt
CCOc1ncccc1C(=O)Nc1ccc(Cl)cc1,-6,0.4,0,-24,4.1,3,-0.9,-3,1.5,24
O=C(COC(=O)Cc1ccccc1[N+](=O)[O-])NCc1ccc(Cl)cc1,2,0.9,-1,27,4.1,0,-1.4,3,3.3,-27
N#CCCCn1c(O)c(N=NC(=O)C(O)c2ccccc2)c2ccccc21 (centres undefined),-5,2.3,7,-3,-0.4,5,-1.7,-2,1.2,3
Cc1cc(C)nc(SCC(=O)N(C)CC(=O)Nc2ccccc2Br)n1,9,-0.7,7,-9,-0.7,2,-3.4,-7,1.2,9
CCc1cccc(CC)c1NC(=O)CN1CCc2cc(OC)c(OC)cc2C1,-16,-1.3,-11,15,0.6,nt,-1.0,nt,nt,-15
COC(=O)c1c(NC(=O)CSc2nnnn2-c2ccccc2)sc2c1CCCC2,-4,-2.0,4,-8,4.5,nt,-1.5,1,1.4,8
O=c1c(Cc2ccc(Cl)cc2Cl)c(O)ccn1CCCN1CCOCC1,5,3.5,-4,12,2.9,0,-2.7,-3,2.9,-12
C=CCN(c1ccc(F)cc1)S(=O)(=O)c1cc(C(=O)NC2CCC(O)CC2)ccc1Cl (centres undefined),0,-2.3,-6,-3,-2.1,?,-0.5,nt,2.0,3
NC(=O)c1cnn2c(C(F)(F)F)cc(-c3ccc(F)cc3)nc12,2,-1.0,3,-15,0.6,-5,-2.4,-1,2.8,15
O=C(COc1ccccc1)Nc1nonc1NC(=O)COc1ccccc1,nt,1.2,1,23,0.2,nt,-1.8,-2,0.5,-23

# An unsorted share of the library, and some 3.6% of all compounds hit somewhere here.
